# G6PDH CS – counter-screen for G6PDH assay hits: L. mesenteroides G6PDH inhibition; AID 1020; inhibition, % at 5 µM; Purified L. mesenteroides G6PDH, diaphorase/resazurin coupled fluorescence, 45 min; hit rate 0.12% among 200,000
# Hsp70 act – switches on Hsp70 transcription | activation, % at 10 µM | hit rate 0.04% among 200,000 | AID 1203 | HeLa Hsp70 promoter luciferase reporter, luminescence; scaled: vehicle 0, proteasome-inhibitor control 100%;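 active means activation above the mean across all tested compounds plus 3 SD, cutoff set per campaign, cut at about 5.5% in these data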;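 further: 100% = MG132 at 30 µM as the positive control and 0% = DMSO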
# RAM inhibit – inhibitors of the yeast RAM network. S. cerevisiae dse1pr::URA3 reporter, 5-FOA growth OD615, 2 d; analog-sensitive cbk1-as2 kinase mutant strain. inhibition, % at 50 µM. hit rate 1.8% among 190,000. AID 868;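 active means inhibition above a set limit, 3 SD over mean compound inhibition, cut at about 8.4% in these data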;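 further: 0% = DMSO-only wells with no growth and 100% = 10 µM 1-NA-PP1 full growth; inhibition rescues growth on 5-FOA so higher OD means more RAM inhibition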
# L major viab – reduces viability of Leishmania major promastigotes | AID 1063 | hit rate 9% among 200,000 | inhibition, % at 10 µM | resazurin fluorescence viability;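 further: promastigotes grown with compound for 44 hours at 28 °C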
# S1P3 antag – blocks the human S1P3 receptor. Q99500. CHO S1P3 NFAT-BLA reporter, FRET fluorescence, antagonist mode. inhibition, % at 4.98 µM. hit rate 0.27% among 170,000. AID 485;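 active means inhibition above the plate cutoff, the mean inhibition of test wells on that plate plus 3 SD, cut at about 28% in these data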;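 further: cells challenged with S1P at its EC80 of 0.8 µM; blue over green emission ratio from cleaved BLA substrate after 4 h stimulation; 0% = S1P-stimulated wells and 100% = unstimulated DMSO-only wells; some compounds past the cut are filed as inactive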
# Target sequence (Q99500 whole entry, looked up): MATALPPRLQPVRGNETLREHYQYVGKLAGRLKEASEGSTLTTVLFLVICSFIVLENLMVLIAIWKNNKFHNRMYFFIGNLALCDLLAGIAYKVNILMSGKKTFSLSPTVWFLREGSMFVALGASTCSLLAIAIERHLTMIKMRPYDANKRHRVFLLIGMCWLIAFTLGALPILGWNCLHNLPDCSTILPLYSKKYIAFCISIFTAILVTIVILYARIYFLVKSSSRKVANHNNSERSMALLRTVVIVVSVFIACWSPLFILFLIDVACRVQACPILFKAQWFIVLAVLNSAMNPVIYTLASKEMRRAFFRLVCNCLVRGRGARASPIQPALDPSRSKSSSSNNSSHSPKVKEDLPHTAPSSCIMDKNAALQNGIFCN
# Diaph inh CS – inhibits diaphorase or chemically oxidizes, flagging diaphorase assay artifacts; AID 1217; diaphorase resazurin-to-resorufin fluorescence, NADH, 16 min; bacterial (C. kluyveri) enzyme, not human; hit rate 0.69% among 190,000; inhibition, % at 20 µM;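 active means primary screen inhibition at 20 µM above a set limit, cut at about 50% in these data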;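 further: plate controls were DMSO with full reaction for no effect and wells lacking NADH for full effect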
#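 System: Bacterial diaphorase enzyme (C. kluyveri) | Incubation: 16-min room-temperature incubation before reading | Benchmarks: No-NADH positive control and DMSO neutral control | Measured by: Resorufin fluorescence 544/590 nm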
# TLR4-MyD88 BLA – TLR4-MyD88 interaction inhibition in cells; O00206+Q99836; hit rate 0.18% among 200,000; HeLa CL3-4 TLR4/MyD88 BLA complementation, FRET ratio; inhibition, % at 8.4 µM; AID 861; in the data active means inhibition above about 25%;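 further: 0% = vehicle and 100% = reference inhibitor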
# PMI act – increases human mannose-6-phosphate isomerase activity | P34949 | purified human PMI, coupled resazurin fluorescence, 20 min; hits give high values; 1 = vehicle control, 0 substrate-free wells | activation factor at 20 µM | hit rate 0.005% among 190,000 | AID 1214;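 active means activation factor of 2 or more at 20 µM, relative to plate controls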
# Target sequence (P34949 whole entry, looked up): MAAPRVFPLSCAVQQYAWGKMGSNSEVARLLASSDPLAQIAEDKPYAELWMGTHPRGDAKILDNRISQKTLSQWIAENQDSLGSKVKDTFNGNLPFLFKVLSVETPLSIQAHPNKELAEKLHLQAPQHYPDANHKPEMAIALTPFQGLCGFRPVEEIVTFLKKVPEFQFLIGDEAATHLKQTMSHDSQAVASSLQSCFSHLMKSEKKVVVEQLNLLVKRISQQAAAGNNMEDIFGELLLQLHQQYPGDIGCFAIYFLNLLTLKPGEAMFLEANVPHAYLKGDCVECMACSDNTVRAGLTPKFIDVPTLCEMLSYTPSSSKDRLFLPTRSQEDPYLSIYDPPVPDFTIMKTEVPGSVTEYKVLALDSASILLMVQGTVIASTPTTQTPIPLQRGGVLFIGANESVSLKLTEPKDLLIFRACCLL
# Diaphorase act – activates diaphorase or chemically reduces, flagging diaphorase assay artifacts; Diaphorase/resazurin coupled assay, resorufin fluorescence, 16 min; hits give high values; 1 = vehicle wells, 0 = NADH-free wells; activation factor at 20 µM; AID 1229; hit rate 0.005% among 190,000;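 active means diaphorase activity raised at least twofold by the compound at 20 µM; inactive means activation factor below 2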
#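 Assay system: Purified diaphorase enzyme from Clostridium kluyveri | Amount: Enzyme 0.07 U/mL final | Dosing: Compound 20 µM once, DMSO 1% | Timing: 16 min reaction at room temperature | Detection: Fluorescence, excitation 544 nm and emission 590 nm | Evaluation: Higher resorufin formation from activation or reduction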
# DTT redox prof – compounds producing H2O2 with reducing agent – biochemical, NIH compound library profiling, artefact control for MLSCN library redox annotation, primary screen. DTT-dependent redox cycling H2O2, phenol red/HRP absorbance; 100% = 100 µM peroxide control, 0% = buffer. AID 878. activation, % at 10 µM. hit rate 0.03% among 200,000;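 active means activation of at least 50% relative to the plate's high and low controls in the primary single-dose screen; inactive means activation below 50%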;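 further: compound incubated with DTT at 0.8 mM final as the reducing agent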
# PMI act satM6P – increases human PMI activity with near-saturating mannose 6-phosphate; P34949; activation factor at 20 µM; hit rate 0.34% among 190,000; coupled PMI enzyme assay, resazurin fluorescence, 20 min; hits give high values; 1 = untreated enzyme, 0 = substrate-free blank;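 active means activation factor of 2 or more at 20 µM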
#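 Test system: human PMI in coupled enzyme assay; Input: PMI at 15 ng/mL final; Medium: HEPES buffer, pH 7.4; Schedule: 20 min incubation at room temperature; Technique: resorufin fluorescence at Ex 544/Em 590 nm; Compound: 20 µM single dose; Probe or stimulus: Near-saturating mannose-6-phosphate, 1.0 mM.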
# An asterisk follows results filed as active; nt = no result given. Unless noted, no stated cut-off is given here; in the data, active means inhibition above about 50%; inactive means the rest.
# Each structure is followed by: G6PDH CS, Hsp70 act, RAM inhibit, L major viab, S1P3 antag, Diaph inh CS, TLR4-MyD88 BLA, PMI act, Diaphorase act, DTT redox prof, PMI act satM6P
> O=C(NCc1ccc(Cl)cc1)c1cc2ccccn2n1
 : 4, -0.1, 0.6, -7, nt, 15, -8, 1, 0.8, -0.7, 1
> Cc1occc1-c1nnc(SCC(=O)NCCc2ccccc2)n1Cc1ccccc1
 : -5, -0.3, 0.7, 17, -10, 25, -10, 0.9, 0.8, 1.0, 0.9
> COc1cc(CN2CCNC(=O)C2CC(=O)N2CCc3ccccc3C2)cc(OC)c1 (stereo unspecified)
 : -3, -0.4, -0.1, 7, -6, 22, 8, 1, 0.8, -0.2, 0.6
> O=C(NN1C(=O)C2C3CCC(O3)C2C1=O)c1ccc(Cl)cc1 (stereo unspecified)
 : 2, -0.3, 0.7, -2, -4, 6, 5, 1.1, 0.9, 0.2, 1
> CCN(CC)c1ccc(CC(=O)NC(C)Cc2ccccc2)cc1 (stereo unspecified)
 : 6, -0.4, 1.6, 1, nt, 12, -18, 1, 0.9, -0.7, 0.9
> O=c1c(Cc2ccc(Cl)cc2)c(O)ccn1Cc1ccncc1
 : 4, 0.0, 0.4, 0, 6, -10, 10, 0.9, 1.1, 0.1, 1
> CCC(CC)NC(=O)C1CCN(S(=O)(=O)c2cccs2)CC1
 : 9, -0.4, 1.4, -1, nt, -6, -5, 1.1, 1.1, -0.5, 1.1
> CCOc1ccccc1CN1CCN(Cc2ccc(C)o2)CC1CCO (stereo unspecified)
 : -5, -0.2, 0.4, -2, 1, 10, -1, 1, 0.9, -0.3, 1
> Cc1nc(C(F)(F)F)c(C(=O)N/N=C(\N)c2cccnc2)s1
 : 3, -0.2, 2.5, -3, -3, 3, 0, 1, 1, -1.4, 1
> Cc1nc(Cc2ccc(OC(C)C)cc2)[nH]c(=O)c1CC(=O)O
 : 6, 0.2, 1.6, -9, 4, 3, 3, 1, 1, -0.3, 1
> Cc1ccccc1-n1cc(CNC(=O)CCc2nnc(CCc3ccccc3)o2)cn1
 : 5, -0.2, 2.6, -6, -19, 15, 4, 0.9, 0.8, 0.0, 1
> CCc1nc(SCc2ccc(C(=O)OC)o2)c2c(=O)n(C)c(=O)n(C)c2n1
 : 7, -0.1, 4.8, 1, 5, 12, -5, 1, 0.9, -0.9, 1.1
> CCC(=O)NCCC(c1ccco1)c1ccccc1OC (stereo unspecified)
 : 8, 0.0, 2.0, -1, nt, 3, -2, 1.2, 1, 3.7, 1.1
> Oc1ccccc1/C=C/c1noc(-c2ccccc2O)n1
 : 4, 0.7, 3.7, -5, 3, 6, -4, 1.1, 0.9, 0.7, 1
> COc1ccc2c(c1OC)C(=O)N(c1ccccc1)C2=O
 : 12, 0.0, 1.8, -4, -7, 15, -2, 0.9, 0.8, -0.4, 0.9
> O=c1c(-c2nc3ccccc3s2)cccn1Cc1ccc(Cl)c(Cl)c1
 : -32, -0.3, 1.9, -2, nt, 14, -74, 0.9, 0.9, 3.4, 0.9
> O=C1NCCCc2c1oc1ccc(O)cc21
 : 10, -0.3, -0.3, 17, -24, -14, -11, 1.1, 1.1, -0.9, 1
> CCc1ccccc1NC(=S)N(CCN1CCCCCC1)Cc1ccco1
 : 6, -0.4, -0.6, 22, 2, -7, -8, 1.1, 1.1, -0.4, 1.1
> O=C(CN1CCCC1)NC12CC3CC(CC(C3)C1)C2
 : 10, -0.1, 0.1, 51*, 0, 6, -1, 1.3, 0.9, -0.8, 1.2
> CCOC(=O)CC(NC(=O)CCc1c(C)nc2ncnn2c1C)c1ccc(C)cc1 (stereo unspecified)
 : 0, -0.1, 0.8, -2, -6, 5, 8, 1.2, 1, -0.3, 1.1

# Exported as tab-separated lines: 8 of the compounds above
molecule	G6PDH CS	Hsp70 act	RAM inhibit	L major viab	S1P3 antag	Diaph inh CS	TLR4-MyD88 BLA	PMI act	Diaphorase act	DTT redox prof	PMI act satM6P
CCC(=O)NCCC(c1ccco1)c1ccccc1OC (stereo unspecified)	8	0.0	2.0	-1	nt	3	-2	1.2	1	3.7	1.1
Oc1ccccc1/C=C/c1noc(-c2ccccc2O)n1	4	0.7	3.7	-5	3	6	-4	1.1	0.9	0.7	1
COc1ccc2c(c1OC)C(=O)N(c1ccccc1)C2=O	12	0.0	1.8	-4	-7	15	-2	0.9	0.8	-0.4	0.9
O=c1c(-c2nc3ccccc3s2)cccn1Cc1ccc(Cl)c(Cl)c1	-32	-0.3	1.9	-2	nt	14	-74	0.9	0.9	3.4	0.9
O=C1NCCCc2c1oc1ccc(O)cc21	10	-0.3	-0.3	17	-24	-14	-11	1.1	1.1	-0.9	1
CCc1ccccc1NC(=S)N(CCN1CCCCCC1)Cc1ccco1	6	-0.4	-0.6	22	2	-7	-8	1.1	1.1	-0.4	1.1
O=C(CN1CCCC1)NC12CC3CC(CC(C3)C1)C2	10	-0.1	0.1	51*	0	6	-1	1.3	0.9	-0.8	1.2
CCOC(=O)CC(NC(=O)CCc1c(C)nc2ncnn2c1C)c1ccc(C)cc1 (stereo unspecified)	0	-0.1	0.8	-2	-6	5	8	1.2	1	-0.3	1.1

# (next part)
# Codes – A = G6PDH CS; B = Hsp70 act; C = RAM inhibit; D = L major viab; E = S1P3 antag; F = Diaph inh CS; G = TLR4-MyD88 BLA; H = PMI act; I = Diaphorase act; J = DTT redox prof; K = PMI act satM6P
> Cc1nc(SCCOc2ccccc2)[nH]c(=O)c1Cc1ccccc1
  A: 3; B: 0.1; C: 5.2; D: 2; E: 0; F: 0; G: -3; H: 1; I: 1; J: -0.6; K: 1
> CC(=O)/C(=N\Nc1ccccc1)Sc1cccc2cccnc12
  A: -8; B: -0.2; C: 5.3; D: -5; E: 6; F: 17; G: -12; H: 0.8; I: 0.8; J: -0.5; K: 0.9
> Cn1c(NC(=O)c2ccco2)cc(=O)n(C)c1=O
  A: 7; B: 0.0; C: -0.3; D: -1; E: 14; F: 11; G: 4; H: 1; I: 0.9; J: -0.4; K: 1
> CN(C)S(=O)(=O)c1cccc(NC(=S)NN=C(Cc2ccccc2)Cc2ccccc2)c1
  A: 12; B: -0.2; C: 10*; D: 38; E: -1; F: 20; G: 4; H: 1; I: 0.8; J: -0.5; K: 1.1
> CCOc1cc(C(=O)O)cc(Cl)c1OCC#N
  A: -12; B: -0.2; C: -0.5; D: -6; E: 18; F: 14; G: -1; H: 1; I: 0.9; J: 0.6; K: 1.1
> Cc1noc(NC(=O)c2cccc(C(F)(F)F)c2)c1Cl
  A: 6; B: 0.0; C: 0.8; D: -7; E: -20; F: 7; G: 2; H: 1; I: 0.9; J: -0.3; K: 1
> Nc1nc(Cl)cc(NCCc2ccccc2)n1
  A: 4; B: -0.3; C: -0.1; D: -1; E: -5; F: 3; G: -7; H: 1.1; I: 1; J: -0.1; K: 1
> OC1(c2ccc(OC(F)F)cc2)CSC(=Nc2cccnc2)N1Cc1ccco1 (stereo unspecified)
  A: 13; B: -0.3; C: 1.8; D: 27; E: 4; F: 16; G: -11; H: 0.8; I: 0.8; J: -0.3; K: 0.8
> CCOCCCNCC(O)c1ccccc1 (stereo unspecified)
  A: 2; B: -0.1; C: 1.5; D: -6; E: -1; F: 4; G: -4; H: 0.9; I: 1; J: 0.3; K: 1
> CCOc1ccccc1C(=O)Nc1cnn(Cc2ccc(F)cc2)c1
  A: 9; B: -0.3; C: -0.4; D: 3; E: -3; F: 14; G: -11; H: 1; I: 0.9; J: 0.1; K: 1
> COc1ccc(-c2csc(/C(C#N)=C(\O)CSc3nccn3C)n2)cc1OC
  A: 10; B: 0.0; C: 0.5; D: -3; E: -12; F: 35; G: 10; H: 0.8; I: 0.6; J: 2.1; K: 0.6
> COc1nc(NC(C)(C)C)nc(Oc2ccc(=O)n(-c3ccccc3)n2)n1
  A: 4; B: 0.0; C: 1.0; D: 25; E: 25; F: 25; G: 11; H: 0.9; I: 0.7; J: 0.0; K: 0.9
> Cc1ccccc1C(=O)OC(C)CN1CCOCC1 (stereo unspecified)
  A: 7; B: -0.2; C: 0.4; D: -7; E: 1; F: 8; G: -2; H: 1; I: 0.9; J: -0.9; K: 1.1
> C=CCNC(=O)COC(=O)c1cc(S(=O)(=O)N2CCOCC2)ccc1N1CCCCC1
  A: 7; B: -0.5; C: 0.1; D: -6; E: nt; F: 17; G: -10; H: 0.9; I: 0.8; J: 0.2; K: 1
> COc1cc(C(C(=O)NC(C)(C)C)N(Cc2ccccc2)C(=O)c2cnccn2)cc(OC)c1OC (stereo unspecified)
  A: 1; B: -0.3; C: -0.1; D: -3; E: -7; F: 30; G: -9; H: 0.8; I: 0.7; J: 1.4; K: 0.9
> Cc1ccc(S(=O)(=O)Nc2ccccc2/C=N/c2nc3ccccc3n2C)cc1
  A: 22; B: 0.1; C: 0.2; D: 8; E: 7; F: 2; G: 2; H: 1; I: 1; J: 0.1; K: 0.8
> N#Cc1c(-c2ccccc2F)cc(-c2cccnc2)nc1N
  A: 8; B: -0.4; C: 0.7; D: 71*; E: 0; F: 17; G: -9; H: 0.9; I: 0.8; J: 0.1; K: 0.9
> O=S(=O)(NCc1ccccc1)c1ccc2c(c1)OCCO2
  A: 27; B: -0.5; C: 0.5; D: -8; E: 1; F: -11; G: 10; H: 1; I: 1.1; J: -0.6; K: 1.1
> Cc1cccc(Cn2ccc(N)n2)c1
  A: 8; B: -0.4; C: 2.2; D: -3; E: -11; F: -10; G: 4; H: 1; I: 1.1; J: -1.0; K: 1.1
> COc1ccc(OC)c(C(=O)c2coc3ccc(O)c(CN4CCOCC4)c23)c1
  A: -3; B: 0.4; C: 0.4; D: -1; E: -25; F: 13; G: 18; H: 0.9; I: 0.9; J: 0.4; K: 0.9
> COc1ccc(N(C(=O)c2cccc([N+](=O)[O-])c2)S(=O)(=O)c2cccs2)cc1
  A: 8; B: -0.2; C: 5.2; D: -7; E: -6; F: 11; G: 2; H: 1.1; I: 0.9; J: -0.8; K: 1
> COc1ccc(C(CC(=O)N2CCCCC2)NC(=O)C(F)(F)F)cc1 (stereo unspecified)
  A: 7; B: -0.2; C: 2.1; D: -1; E: 1; F: -10; G: 11; H: 1.2; I: 1.1; J: -0.6; K: 1.1
> CCc1c(C#N)c(SCCC(=O)Nc2ccc(C)cc2)nc2c1C(=O)CC(C)(C)C2
  A: 14; B: -0.1; C: 1.2; D: 9; E: nt; F: 13; G: -7; H: 0.9; I: 0.9; J: 0.1; K: 0.9
